AddAB inh – less growth of phage-infected E. coli with AddAB; E. coli expressing H. pylori AddAB, absorbance growth; inhibition, % at 11.9 µM; actives 0.29% (n = 330,000); AID 435030; in the data active means inhibition above about 12%;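 further: 0% = vehicle wells of infected cells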
CDK5 inh – inhibitors of human CDK5/p35 kinase; AID 488839; Q00535+Q15078; actives 0.01% (n = 330,000); Recombinant CDK5/p35, ADP-Glo luminescence, 60 min; inhibition, % at 10 µM;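 active means highest replicate inhibition of at least 50% and at least 75% of replicates reaching 50%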;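 further: plate controls were DMSO neutral control for no effect and GW8510 at 10 µM for full effect; many of its hits are not listed in these tables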
Target sequence (Q00535 whole entry, looked up): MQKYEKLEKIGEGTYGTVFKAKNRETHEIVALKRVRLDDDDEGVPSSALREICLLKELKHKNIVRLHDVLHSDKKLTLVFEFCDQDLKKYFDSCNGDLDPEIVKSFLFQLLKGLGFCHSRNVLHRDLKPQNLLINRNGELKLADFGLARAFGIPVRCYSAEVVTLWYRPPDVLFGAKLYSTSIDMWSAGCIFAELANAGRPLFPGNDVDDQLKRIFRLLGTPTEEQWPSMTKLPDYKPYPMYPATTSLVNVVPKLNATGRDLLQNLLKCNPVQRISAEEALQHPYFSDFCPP
Target sequence (Q15078 whole entry, looked up): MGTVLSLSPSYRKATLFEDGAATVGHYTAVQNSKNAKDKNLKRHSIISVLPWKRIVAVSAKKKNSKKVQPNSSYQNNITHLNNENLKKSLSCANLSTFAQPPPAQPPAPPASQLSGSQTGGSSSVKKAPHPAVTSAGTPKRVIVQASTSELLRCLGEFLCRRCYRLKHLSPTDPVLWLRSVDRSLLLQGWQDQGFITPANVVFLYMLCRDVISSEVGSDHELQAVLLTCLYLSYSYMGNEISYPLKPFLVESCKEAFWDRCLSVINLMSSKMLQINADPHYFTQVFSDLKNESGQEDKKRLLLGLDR
PKA-R2B act – activates the human PKA-R2B holoenzyme complex | PKA-R2B holoenzyme dissociation, Cy5-IP20 fluorescence polarization; R2B truncated from residue 108, S112A mutant; 0% DMSO only, 100% 113 µM cGMP | activation, % at 11.4 µM | actives 0.079% (n = 340,000) | AID 504700;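 active means activation above a cutoff set at the mean over all compounds plus 3 SD, cut at about 18% in these data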;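 further: higher means more holoenzyme dissociation and a rise in polarization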
Target sequence (P31323 whole entry, looked up, other chains not shown, the tested form may be a part): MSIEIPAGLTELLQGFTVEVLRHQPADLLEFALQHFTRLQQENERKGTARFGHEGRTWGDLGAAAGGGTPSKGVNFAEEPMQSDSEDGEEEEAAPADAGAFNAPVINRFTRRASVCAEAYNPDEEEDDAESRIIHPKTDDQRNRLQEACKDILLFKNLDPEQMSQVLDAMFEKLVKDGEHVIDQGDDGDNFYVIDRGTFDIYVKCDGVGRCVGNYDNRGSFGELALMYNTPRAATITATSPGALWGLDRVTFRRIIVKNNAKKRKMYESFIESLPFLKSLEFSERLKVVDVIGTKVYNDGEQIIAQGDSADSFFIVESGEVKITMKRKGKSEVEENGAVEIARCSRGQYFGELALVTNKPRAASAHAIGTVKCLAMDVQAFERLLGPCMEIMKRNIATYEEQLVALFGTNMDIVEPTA
Ecoli viability – reduces bacterial viability in AddAB counter-screen; AID 449728; E. coli V3065 growth, OD600 absorbance, 18 h; actives 0.27% (n = 330,000); inhibition, % at 11.9 µM;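 active means inhibition above the campaign's mean inhibition across all tested compounds plus 3 SD, cut at about 9.9% in these data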;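 further: uninfected addAB+ strain grown without phage in ampicillin broth; 0% = DMSO wells and 100% = ciprofloxacin 0.95 µg/ml wells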
DAGLB inh – diacylglycerol lipase beta (human) inhibition; AID 504411; actives 0.059% (n = 340,000); HEK293T DAGLB membrane lysate, EnzChek fluorogenic substrate; inhibition, % at 5.17 µM; Q8NCG7; in the data active means inhibition above about 34%;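 further: 0% = enzyme with vehicle and 100% = wells lacking enzyme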
PKA-R1A act – activates the PKA-R1A holoenzyme complex; PKA-R1A dissociation, Cy5-IP20 fluorescence polarization; scaled: DMSO 0%, 113 µM cGMP 100%; P00514+P68181; activation, % at 11.4 µM; actives 0.083% (n = 340,000); AID 504707;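 active means percent activation above the mean of all tested compounds plus 3 SD, cut at about 19% in these data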;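 further: higher means more PKAc released from R1A so a rise in polarization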
HTR5A inv ctr – HTR5A inverse agonism, opioid heterodimer counter-screen. P47898. actives 0.083% (n = 340,000). HTR5A cell line, luminescence. inhibition, % at 9.3 µM; in the data active means inhibition mostly above about 23%, no sharp cut-off; inactive means mostly below about 18%;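 further: 0% = cells with DMSO and 100% = no-cell wells with DMSO; some compounds called inactive have numbers as strong as hits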
Tat transport – blocks Tat-dependent protein export in E. coli; AID 488895; inhibition, % at 10 µM; actives 0.036% (n = 340,000); E. coli MC4100 TorA-mCherry Tat export, fluorescence;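 active means mean replicate inhibition at least 50% and at least half of replicates individually reaching 50%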;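 further: exported cargo escapes ClpAP degradation while cytoplasmic cargo is degraded and loses fluorescence; 0% = median of neutral control wells and 100% = median of NaSCN control wells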
SUMO Mot1 rescue – blocks SUMOylation pathway, rescuing yeast Mot1-301 growth. S. cerevisiae Mot1-301 growth rescue, ATP luminescence, 38.5C; percent above DMSO median, 100 means doubled. growth rescue, % at 18.8 µM. actives 1% (n = 320,000);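 active means every valid replicate shows activation above 250% relative to neutral control wells; inactive means the rest, any valid replicate at or below 250%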;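 further: OY570 slx delta 5 strain wells were the positive control but not used for scaling; some compounds called inactive have numbers as strong as hits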
HTR5A ag – activates human HTR5A in OPRM1-OPRD1 agonist counter-screen; HTR5A agonist assay, luminescence, cell-based; activation, % at 9.3 µM; actives 0.61% (n = 340,000); AID 504692; in the data active means activation mostly above about 9.5%, no sharp cut-off; inactive means mostly below about 7.6%;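 further: 0% = cells with vehicle only and 100% = reference agonist; strong numbers were not always called active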
phage Ecoli inh – E. coli growth loss with phage present; growth absorbance; actives 0.26% (n = 360,000); inhibition, % at 11.9 µM; in the data active means inhibition above about 11%
Starred values were filed as active, the others as inactive; / = no result given.

SMILES	AddAB inh	CDK5 inh	PKA-R2B act	Ecoli viability	DAGLB inh	PKA-R1A act	HTR5A inv ctr	Tat transport	SUMO Mot1 rescue	HTR5A ag	phage Ecoli inh
COc1ccc(CCNC(=O)C2CCN(S(=O)(=O)c3ccc4nc5c(c(C(=O)O)c4c3)CCCC5)CC2)cc1OC	0.1	/	0.3	0.4	-2.5	-2.5	-7.9	-2.0	-1.1	2.9	-0.5
O=C(NC(=S)Nc1cccc(NC(=O)c2ccccc2Cl)c1)c1cccs1	-1.2	1.3	-5.0	-2.4	-2.1	7.6	5.6	-6.4	2.0	0.2	1.2
COC(=O)c1c(NC(=O)CN2CCOCC2)sc2c1CCC(C)C2 (stereo unspecified)	-0.2	-0.1	-1.8	-1.3	-4.7	-3.5	-10.2	21.3	2.2	3.9	-0.3
COC(=O)C(C(=O)OC)C(C[N+](=O)[O-])c1ccc(OC)c(OC)c1 (stereo unspecified)	2.2	-0.1	-1.9	-0.8	0.2	-0.2	-7.5	3.2	37.2	2.7	3.1
O=C(NN1C(=O)c2ccccc2C1=O)c1ccc2c(c1)C(=O)N(CC1CCCO1)C2=O (stereo unspecified)	-0.7	0.1	-1.9	-1.5	2.5	-5.5	-30.3	-4.3	-18.2	11.1	1.4
O=[N+]([O-])c1cc(-c2cnc3ccccc3n2)ccc1Oc1ccc(Cl)cc1	1.6	3.4	3.3	3.0	-19.8	-9.1	-20.2	-6.6	1.8	7.6	3.7
COc1ccc2[nH]cc(C3N4CC5(C)CN3CC(C)(C4)C5=O)c2c1 (stereo unspecified)	0.9	-2.9	-0.6	0.7	0.9	6.3	22.9	4.0	-23.5	8.3	-0.6
NS(=O)(=O)c1cccnc1Nc1cccc(Cl)c1Cl	1.9	-2.6	-9.5	-0.7	-3.2	-2.0	8.7	8.2	0.4	2.6	4.1
O=C(NC(=S)NNC(=O)c1cnccn1)c1ccc(F)cc1	5.3	1.8	1.8	3.1	-0.1	13.3	-7.5	5.1	-9.6	2.6	3.0
C=CCNC(=O)C1CCC(=O)N1S(=O)(=O)c1ccc(C)cc1 (stereo unspecified)	-2.4	1.1	-6.4	-1.7	0.2	-5.4	-18.7	8.3	67.0	5.0	2.8
CN(C)c1ccc(C(c2ccc(N(C)C)cc2)C(O)c2ccccc2)cc1 (stereo unspecified)	/	-1.1	-8.3	/	2.7	-9.6	1.8	-8.0	/	-0.5	0.8
CC(=O)Nc1ccc(S(=O)(=O)NCCC(=O)Nc2cccc(Cl)c2)cc1	-1.6	-0.6	3.6	-1.3	2.6	-2.4	-24.1	-13.0	-25.2	8.5	-1.1
CC(Oc1ccc(Br)cc1)C(=O)NCC1(N2CCCCC2)CCCCC1 (stereo unspecified)	1.5	3.6	-10.1	0.3	1.8	-6.7	7.3	-1.0	44.0	-2.9	-1.5
CCN1CCN(c2cc(C)c3cc(NC(=O)c4ccc(Br)o4)ccc3n2)CC1	-0.6	1.6	-5.3	-0.6	1.8	-4.5	-28.1	4.1	-19.7	0.6	2.6
Cc1cc(C)c(S(C)(=O)=O)c(Oc2cccc(C(F)(F)F)c2)n1	1.4	-0.4	-1.3	4.0	-0.7	12.6	-10.9	-1.0	/	3.9	2.7
CC(=O)O[C@@H]1[C@@H](OC(C)=O)[C@H](n2ccc3cc([N+](=O)[O-])ccc32)OC[C@@H]1OC(C)=O	1.4	-1.1	-0.5	1.0	-0.5	4.0	-7.7	2.9	125.2	-0.8	2.6
COc1cccc(-n2nnnc2SCC(=O)Nc2cccc(NC(C)=O)c2)c1	5.2	2.8	-6.9	-1.1	0.3	5.8	16.3	-0.1	3.5	0.5	0.5
O=C(NCCOc1ccccc1)c1ncn[nH]1	2.1	-0.3	0.9	2.4	0.6	7.5	-8.7	-1.2	1.0	3.2	-2.8
O=Cc1cn(CC(=O)N2CCCCC2)c2ccccc12	2.5	-2.3	8.7	0.3	-0.9	3.7	2.0	2.6	0.4	-0.5	1.5
CC(C)c1ccc(NC2CCCN(C(=O)c3ccnc(Cl)c3)C2)cc1 (stereo unspecified)	0.3	-1.0	-1.4	-2.1	3.0	10.2	4.7	3.1	17.6	1.7	0.1
Cc1ccnc(NC(=O)CCC(=O)N(CC(=O)NC2CCCCC2)c2ccc3c(c2)OCO3)c1	2.7	1.8	-5.2	-1.6	-2.5	-7.8	5.2	-8.2	-8.5	-2.4	0.3
O=C(Cc1ccc([N+](=O)[O-])cc1)Nc1ccc(O)cc1C(=O)O	3.5	0.5	-3.6	-1.2	-0.6	-5.0	-2.9	-13.2	42.5	0.8	2.8
CCN(CC)C(=O)/C(=C/c1ccc(F)cc1)NC(C)=O	4.8	1.9	-1.2	-0.7	1.0	-3.5	12.8	4.9	-3.8	2.5	4.1
Cc1ccc([N+](=O)[O-])cc1NC1OC(CO)C(O)C1O (stereo unspecified)	2.0	-0.3	9.4	-2.4	0.3	-4.5	0.5	8.0	-14.1	-0.8	1.3

Record cards, as listed above.
Results for O=C(NC(=S)Nc1cccc(NC(=O)c2ccccc2Cl)c1)c1cccs1 = AddAB inh = -1.2; CDK5 inh = 1.3; PKA-R2B act = -5.0; Ecoli viability = -2.4; DAGLB inh = -2.1; PKA-R1A act = 7.6; HTR5A inv ctr = 5.6; Tat transport = -6.4; SUMO Mot1 rescue = 2.0; HTR5A ag = 0.2; phage Ecoli inh = 1.2
Results for COc1ccc2[nH]cc(C3N4CC5(C)CN3CC(C)(C4)C5=O)c2c1 (stereo unspecified) = AddAB inh = 0.9; CDK5 inh = -2.9; PKA-R2B act = -0.6; Ecoli viability = 0.7; DAGLB inh = 0.9; PKA-R1A act = 6.3; HTR5A inv ctr = 22.9; Tat transport = 4.0; SUMO Mot1 rescue = -23.5; HTR5A ag = 8.3; phage Ecoli inh = -0.6

The list goes on.
SMILES	AddAB inh	CDK5 inh	PKA-R2B act	Ecoli viability	DAGLB inh	PKA-R1A act	HTR5A inv ctr	Tat transport	SUMO Mot1 rescue	HTR5A ag	phage Ecoli inh
COc1cc(C(=O)Nc2ccc3c(c2)ncn3C)cc(OC)c1OC	5.1	-4.5	4.6	-2.8	-2.4	-0.2	12.7	-12.3	-20.4	-3.7	0.9
CCCCn1c(SCC(=O)Nc2oc(C)c3c(C)n[nH]c(=O)c23)nc2cc(S(N)(=O)=O)ccc21	0.2	0.6	-3.2	-0.5	3.6	-3.2	-10.0	-1.7	15.0	3.7	-1.3
Cc1cc(F)ccc1S(=O)(=O)Nc1ccc(C(=O)N2CCCCC2)cc1	0.1	0.5	1.5	-0.8	-1.1	6.4	5.3	-1.2	-3.8	-1.4	1.5
CC(=O)c1ccc(S(=O)(=O)N2CCN(C(=O)CN3C(=O)NC4(CCCC4)C3=O)CC2)cc1	-2.9	-1.4	1.1	0.9	-0.1	-7.3	-12.8	-3.3	18.7	1.3	6.1
CC1=CN2C(=N)/C(=C/c3ccc(Sc4ccc(Cl)cc4)o3)C(=O)N=C2S1	3.1	-1.1	4.2	1.4	2.9	-7.4	-4.7	-5.7	3.7	-0.2	3.9
CCN(CC(=O)NCc1cccs1)C(=O)c1ccc(S(=O)(=O)Nc2ccccc2Cl)cc1	0.1	-0.6	-2.5	-3.0	-0.7	-6.5	-13.6	-0.8	-14.2	5.6	1.2
O=C(NNC(=O)c1cccc2ccccc12)c1ccccc1O	5.0	1.0	-17.4	2.3	5.8	-12.3	-31.8	-11.6	139.4	5.2	6.3
COC(=O)c1cn(NC(=O)Cc2ccc(OC)c(OC)c2)c(=O)c2ccccc12	2.3	-1.6	-7.9	-1.0	0.3	2.8	-0.1	4.0	-20.1	0.0	2.2
COc1cc(C(=O)NC2CC(C)(C)CC(C)(C)C2)ccc1OC1CCN(C(C)=O)CC1	/	-1.8	-3.6	/	0.7	0.7	-0.7	-3.0	-7.2	0.2	-0.1
CCN(C(=O)CSc1ncccn1)c1cccc2ccccc12	1.3	-3.5	-10.9	1.0	2.1	5.4	2.5	-7.2	2.4	-0.9	3.4
C=CCn1c(CCNC(=O)c2cccs2)nnc1SCC(=O)Nc1cccc(Cl)c1C	-1.9	-0.6	1.2	-0.2	-0.5	0.9	6.6	5.6	142.0	-2.8	2.8
O=C(N/N=C/c1ccc([N+](=O)[O-])cc1)c1cccc2cc[nH]c12	1.7	0.8	8.1	0.6	1.2	-8.3	-3.0	-15.6	-1.9	-4.3	3.7
CC1(C)CSC(=NCCc2ccccc2)N1C(=O)c1ccc(C#N)cc1	-0.3	1.1	2.4	-0.3	-6.5	8.9	2.4	4.4	10.7	2.7	2.8
CC(Oc1ccc(S(=O)(=O)N2CCCC2)cc1[N+](=O)[O-])C(=O)NC(C)c1ccccc1 (stereo unspecified)	-1.5	-0.8	4.9	0.0	-1.7	-4.6	-0.3	4.5	-12.1	-1.4	0.4
COc1cc(/C=N/NC(=O)C[n+]2ccccc2)cc(OC)c1OC	-0.2	-1.3	-4.4	0.1	0.9	-8.5	-11.8	-2.1	-1.3	3.2	4.1
Cc1ccc(NC(=S)N2CCC(NC(=O)c3ccc(C)cc3)CC2)cc1	2.2	-0.9	-0.1	-1.6	-2.4	1.9	-22.1	4.6	-7.7	4.5	1.0
COc1ccccc1CN(C)C(=O)c1cccc(S(=O)(=O)N2CCCc3ccccc32)c1	-1.9	1.1	0.7	-3.2	-6.0	7.7	-9.0	5.4	-0.2	3.6	0.5
CCOC(=O)N1CCC(NC(=O)C2CCCN(S(C)(=O)=O)C2)CC1 (stereo unspecified)	2.1	0.4	-1.4	1.4	1.6	-5.4	8.4	2.7	-4.9	-1.9	2.6
COc1ccccc1C1C=C(c2ccccc2)Nc2nnnn21 (stereo unspecified)	1.0	-1.1	-6.5	-2.0	0.1	6.0	-9.7	5.2	29.7	3.7	3.6
CC(=O)N1N=C(c2ccncc2)CC1c1ccccc1O (stereo unspecified)	1.4	0.3	2.5	2.0	0.6	-11.0	5.6	-7.1	-13.0	-2.1	2.9
O=C(Cc1ccccc1)NNC(=O)c1ccc(Br)o1	/	-1.2	5.4	/	2.2	4.0	1.8	5.1	/	0.3	0.2
Cc1ccc(C2CC(=O)Oc3cc(O)ccc32)cc1 (stereo unspecified)	2.8	-1.4	-4.3	5.0	-0.1	5.7	-17.4	-5.8	10.0	0.0	0.6
O=C(CSC1=Nc2ccccc2C2=NC(CC(=O)NCc3ccco3)C(=O)N12)NCc1ccco1 (stereo unspecified)	2.0	0.1	-9.1	-2.0	-0.4	-7.9	1.8	-4.7	190.0	-0.7	-0.6
CCOC(=O)C1CCN(C(=O)C(C)c2ccc([N+](=O)[O-])cc2)CC1 (stereo unspecified)	4.7	0.1	8.9	-1.6	-0.7	-0.6	9.3	-1.0	16.4	-1.3	0.3
O=C(CN1C(=O)CC(c2ccccc2)S(=O)(=O)c2ccccc21)N1CCCC1 (stereo unspecified)	1.9	-3.0	-7.0	0.4	-0.5	4.2	18.5	0.0	/	4.0	2.2
CCOC(=O)c1cc(C#N)c(SCC(=O)c2cc(C#N)c(SC)nc2C)[nH]c1=O	0.2	1.2	-7.5	1.7	-5.2	-4.6	8.8	3.2	-8.7	-3.3	-0.8
O=C1c2ccccc2C(=O)N1CCc1ccccn1	-0.1	-0.5	9.0	-2.0	1.9	-3.2	-5.9	-5.2	3.6	-1.5	4.1
O=C(NCCc1ccccc1)C1CCC(=O)N(CCCN2CCCC2=O)C1 (stereo unspecified)	-0.4	-2.0	0.4	1.0	-0.3	1.0	-5.3	0.1	-0.5	1.9	0.2

Bioassay records (PubChem)
